UHRF1 binding – human UHRF1 methylated DNA binding inhibitors; UHRF1 binding to methylated oligo, TR-FRET; inhibition, % at 4.4 µM; actives 0.75% (n = 370,000); in the data active = inhibition above about 21%;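 note: UHRF1 SRA domain binding a hemimethylated CpG hairpin DNA probe; 0% = median of test compound wells and 100% = reference inhibitor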
PG9 binder – PG9 antibody binding by small molecule | inhibition, % at 6.7 µM | actives 0.43% (n = 360,000) | TR-FRET gp120-PG9 antibody binding | AID 624416; in the data active = inhibition above about 8.5%
Rev-erbA mod – Rev-erb alpha (human) modulation; activity, % at 10 µM; P20393; AID 1259318; Rev-erbα–FITC-DNA binding, fluorescence polarization, 90 min; actives 0.79% (n = 370,000);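 active = activity above about 14%, limit read from the data; passing the limit was not always enough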;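 note: 0% = DMSO wells with 35 nM protein and 100% = DMSO wells with 750 nM protein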
MBD2 DNA inh – MBD2-methylated oligo binding inhibition; TR-FRET, MBD2 binding to methylated oligonucleotide; inhibition, % at 4.4 µM; actives 0.31% (n = 370,000); AID 686964; in the data active = inhibition above about 13%
Target sequence (Q9UBB5 whole entry, looked up): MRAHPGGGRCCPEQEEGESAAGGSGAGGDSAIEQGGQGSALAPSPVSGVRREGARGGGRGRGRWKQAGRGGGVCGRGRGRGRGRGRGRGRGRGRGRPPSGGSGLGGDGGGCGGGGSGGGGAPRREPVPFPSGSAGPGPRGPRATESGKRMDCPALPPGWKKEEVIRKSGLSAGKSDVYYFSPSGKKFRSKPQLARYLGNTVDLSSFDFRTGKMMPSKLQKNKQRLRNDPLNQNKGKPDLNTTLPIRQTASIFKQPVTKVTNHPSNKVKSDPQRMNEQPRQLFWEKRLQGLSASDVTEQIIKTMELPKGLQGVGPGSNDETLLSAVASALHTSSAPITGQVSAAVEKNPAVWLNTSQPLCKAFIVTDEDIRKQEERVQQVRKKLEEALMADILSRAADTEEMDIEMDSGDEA
HTRA1 inhibitor – HTRA1 (human) protease inhibition; actives 0.5% (n = 340,000); inhibition, % at 5.96 µM; Q92743; recombinant HTRA1, FP-rhodamine activity-based probe, fluorescence polarization; AID 504803; in the data active = inhibition above about 36%;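 note: 0% = enzyme with DMSO and 100% = wells lacking enzyme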
Target sequence (Q92743 whole entry, looked up): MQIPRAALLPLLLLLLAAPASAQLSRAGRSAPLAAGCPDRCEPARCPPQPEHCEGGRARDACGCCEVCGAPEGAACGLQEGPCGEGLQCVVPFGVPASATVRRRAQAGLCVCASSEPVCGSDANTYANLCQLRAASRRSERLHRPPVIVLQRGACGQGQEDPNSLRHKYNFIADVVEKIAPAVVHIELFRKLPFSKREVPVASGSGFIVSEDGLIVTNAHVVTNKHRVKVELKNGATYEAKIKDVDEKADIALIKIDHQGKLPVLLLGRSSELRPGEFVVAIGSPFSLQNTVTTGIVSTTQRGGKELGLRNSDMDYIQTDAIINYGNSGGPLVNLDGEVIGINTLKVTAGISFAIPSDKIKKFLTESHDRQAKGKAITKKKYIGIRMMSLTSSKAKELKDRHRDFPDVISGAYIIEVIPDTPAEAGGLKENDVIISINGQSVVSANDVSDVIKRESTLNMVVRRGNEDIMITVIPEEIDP
TCR CD3 inh – blocks the human TCR-CD3 interaction; inhibition, % at 9.4 µM; TAMRA-labeled TCR probe fluorescence, biochemical; actives 0.37% (n = 360,000); in the data active = inhibition above about 19%;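 note: recombinant mutant TCR 2C K166C tagged with TAMRA read by polarization; 0% = receptor in buffer alone and 100% = receptor with positive control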
LEDGF integ inh – blocks HIV-1 LEDGF/p75-dependent DNA integration; TR-FRET IN-LEDGF/p75 DNA integration, Eu/Cy5; inhibition, % at 3.7 µM; actives 0.64% (n = 370,000);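 active = inhibition above the screen-wide mean plus 3 SD, cut at about 13% in these data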;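 note: signal is the Cy5 over europium emission ratio at 671 and 618 nm; 0% = plate median of compound wells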
PRMT1 FP inh – inhibitors of human PRMT1; actives 1.3% (n = 370,000); inhibition, % at 2.79 µM; recombinant PRMT1, activity-based probe fluorescence polarization; AID 652257; Q99873;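 active = inhibition above about 21% made by adding two undisclosed values, limit read from the data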
rCAG RNA binder – molecules binding r(CAG) RNA repeats. actives 1.3% (n = 370,000). r(CAG) RNA repeat, TO-PRO-1 dye displacement fluorescence. inhibition, % at 3 µM. AID 651821;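 active = inhibition above the plate cutoff, the mean of all test compounds on that plate plus 3 SD, cut at about 35% in these data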;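 note: 0% = DMSO alone and 100% = 100 µM mitoxantrone as full dye displacement; higher means more dye released from RNA so lower well fluorescence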
ABHD4 inh – inhibits mouse alpha/beta hydrolase domain 4 | actives 0.54% (n = 370,000) | Q8VD66 | purified mABHD4, FP-Rh probe fluorescence polarization | inhibition, % at 8.92 µM;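 active = inhibition exceeding the mean over every tested compound plus 3 SD, cut at about 30% in these data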;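 note: 0% = plate median of compound wells and 100% = S159A mutant with DMSO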
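System: mouse ABHD4 enzyme, wild type / Medium: HEPES pH 7.0, NaCl, Pluronic buffer / Reagent: FP-Rh activity-based fluorescent probe / Control set: S159A mutant high control, sample median low control / Detection: fluorescence polarization with parallel and perpendicular emission, 525/598 nm / Schedule: 45 min + 60 min at 25 °C / Compound dosing: 8.92 µM, single dose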
* hit, by the source's call; . = no result given. Not all compounds are listed; rates above refer to the full screens.

The opening two compounds (preview)
item	smiles	UHRF1 binding	PG9 binder	Rev-erbA mod	MBD2 DNA inh	HTRA1 inhibitor
1	CN(CC(=O)Nc1ccccc1C(F)(F)F)C(=O)CSc1nnnn1C	3	-1.4	-7	-3	3
2	CCN(CC)Cc1nc2c(c(=O)[nH]1)C1(CCCCC1)Cc1ccccc1-2	-2	-1.9	0	-1	-4

item	TCR CD3 inh	LEDGF integ inh	PRMT1 FP inh	rCAG RNA binder	ABHD4 inh
1	-2	0	-2	0	-8
2	-4	3	0	-3	15

The whole of this part, from the first entry:
item	smiles	UHRF1 binding	PG9 binder	Rev-erbA mod	MBD2 DNA inh	HTRA1 inhibitor
1	CN(CC(=O)Nc1ccccc1C(F)(F)F)C(=O)CSc1nnnn1C	3	-1.4	-7	-3	3
2	CCN(CC)Cc1nc2c(c(=O)[nH]1)C1(CCCCC1)Cc1ccccc1-2	-2	-1.9	0	-1	-4
3	O=C(O)c1cccc(S(=O)(=O)N2CCc3ccccc3C2)c1	1	-1.2	1	-2	-5
4	COc1ccccc1CNC(=O)CCS(=O)(=O)c1cccc2nonc12	1	0.2	0	-1	3
5	CCOc1ncccc1C(=O)OCC(=O)NCCc1ccc(OC)cc1	2	0.3	6	-3	0
6	CCOC(=O)c1ccccc1NC(=O)COC(=O)CCC(=O)c1ccc(C)cc1	1	0.7	1	2	-11
7	C=CCN(C(=O)CNC(=O)c1ccco1)C(C(=O)NC1CCCCC1)c1cccnc1 (stereo unspecified)	13	-0.5	-2	5	2
8	O=C(NCCN1CCOCC1)c1ccc2c(c1)N(Cc1ccccc1F)C(=O)c1ccccc1S2	9	-0.7	6	7	-5
9	CCN(C(=O)c1cc2cc(OC)ccc2oc1=O)c1cccc(C)c1	-4	0.6	-1	-5	-2
10	CCC(C)N(C(=O)Cn1nc(C)c([N+](=O)[O-])c1C)C1CCS(=O)(=O)C1 (stereo unspecified)	-1	0.1	7	2	4

item	TCR CD3 inh	LEDGF integ inh	PRMT1 FP inh	rCAG RNA binder	ABHD4 inh
1	-2	0	-2	0	-8
2	-4	3	0	-3	15
3	3	6	1	3	-4
4	0	2	1	0	0
5	6	0	0	-3	-4
6	-5	-1	-1	-5	4
7	-2	3	4	-1	1
8	-3	-2	2	0	2
9	8	3	0	-3	-8
10	4	3	-2	5	-2

(list continues)
item	smiles	UHRF1 binding	PG9 binder	Rev-erbA mod	MBD2 DNA inh	HTRA1 inhibitor
11	COc1ccccc1CNC(=O)C1CCC(CNC(=O)[C@@H]2Cc3ccccc3CN2)CC1 (stereo partly specified)	0	1.0	3	0	-5
12	CC(NC(=O)Nc1cccc(Cl)c1)C(c1cccs1)N1CCCC1 (stereo unspecified)	4	-1.2	0	-1	-2
13	Cc1ccc(-c2[nH]c3ccccc3c2SCCNC(=O)c2cc3ccccc3oc2=O)cc1	0	-1.6	-1	1	-27
14	CCCCCCN1C[C@@H](n2cc(C3CC3)nn2)[C@H](O)C[C@@H]1c1ccc(Cl)cc1	2	0.1	-3	-5	-24
15	COc1ccccc1NC(=O)N1CCN(c2ccc3nncn3n2)CC1	24*	-1.1	-5	7	-4
16	Cc1ccc(NC(=O)CNc2cccc(Br)c2)cc1S(=O)(=O)N1CCOCC1	0	0.1	-2	2	-20
17	Cc1ccc(C(=O)C2CCN(CC(=O)N3CCN(c4ccc(F)cc4)CC3)CC2)cc1	1	2.7	-4	1	4
18	COc1ccccc1N1CCN(Cc2cc(=O)c(OCC(=O)Nc3ccccc3)co2)CC1	-1	-0.8	-8	-1	-5
19	CC(C)(C)NC(=O)CCN(/N=C/c1ccccc1F)C1=NS(=O)(=O)c2ccccc21	4	-1.4	2	-1	-7
20	COc1ccc(CC(=O)Nc2ccccc2NC(=O)Cc2ccc(OC)cc2)cc1	1	-1.3	1	-1	-7

item	TCR CD3 inh	LEDGF integ inh	PRMT1 FP inh	rCAG RNA binder	ABHD4 inh
11	2	-1	-3	-11	4
12	-4	-3	0	-1	2
13	-4	4	0	15	1
14	5	3	-3	3	-4
15	3	1	-2	0	17
16	-12	-6	3	8	-6
17	-1	4	0	-10	-6
18	-1	4	1	-2	-4
19	-1	1	0	-3	-5
20	-3	1	-2	8	-6

The list continues:
item	smiles	UHRF1 binding	PG9 binder	Rev-erbA mod	MBD2 DNA inh	HTRA1 inhibitor
21	Cn1c(=O)[nH]c2nnc(-c3ccc(Cl)c(Cl)c3)nc2c1=O	-5	-3.5	1	-7	-4
22	NC(=O)C1CCN(C(=O)CCNS(=O)(=O)c2ccccc2F)CC1	-1	1.1	6	2	-1
23	O=C(CN1CCOCC1)NC1C2CC3CC(C2)CC1C3 (stereo unspecified)	4	1.9	0	7	3
24	Cc1nn(-c2ccccc2)nc1C(=O)Nc1ccccc1C(=O)NCC1CC1	2	0.6	4	-5	.
25	CN(C)CC(C)(C)CN=Cc1c(O)[nH]c2ccccc12	-1	0.1	-6	2	-1
26	Cc1c(OC(C)C(=O)NCCCn2ccnc2)ccc2c3c(c(=O)oc12)CCC3 (stereo unspecified)	-4	-0.6	2	3	0
27	O=C(c1cc(-c2ccncc2)nc2ccc(Cl)cc12)N1CCN(C(=O)C2CCCO2)CC1 (stereo unspecified)	-1	-1.4	3	-2	-5
28	COc1ccc(NC(C)=O)cc1S(=O)(=O)N1CC=C(c2ccccc2)CC1	12	-1.6	1	9	-8
29	O=[N+]([O-])c1ccc(S(=O)(=O)Nc2ccccn2)cc1	-1	1.1	-7	-1	-4
30	CCOC(=O)c1c(-c2ccccc2)csc1NC(=O)c1ccc(S(=O)(=O)N2CC(C)OC(C)C2)cc1 (stereo unspecified)	-2	-0.3	4	-3	-3

item	TCR CD3 inh	LEDGF integ inh	PRMT1 FP inh	rCAG RNA binder	ABHD4 inh
21	9	-2	-2	6	1
22	-5	-1	3	0	5
23	5	0	-3	-3	1
24	-3	0	4	1	-1
25	-2	-5	5	-5	2
26	-3	-1	-2	-6	-1
27	5	1	1	-4	6
28	-2	5	0	2	2
29	-5	-1	1	8	4
30	4	-1	0	0	0

(more compounds)
item	smiles	UHRF1 binding	PG9 binder	Rev-erbA mod	MBD2 DNA inh	HTRA1 inhibitor
31	O=[N+]([O-])c1ccc(O)c(NC(=S)Nc2ccccc2)c1	-6	-2.9	-6	-8	-9
32	Cc1ccc(S(=O)(=O)N2CCOCC2)s1	4	-1.6	5	1	0
33	COc1ccc(N2CCN(c3ccc4nnc(CCC(=O)Nc5ccc(C)cc5)n4n3)CC2)cc1	21*	-2.5	3	4	2
34	CN1C(=O)/C(=C/c2cccc(Cl)c2)Sc2ccc(C(=O)N3CCOCC3)cc21	1	-1.1	1	0	-5
35	Cn1ccc2c([N+](=O)[O-])cccc2c1=O	-3	-0.3	3	-2	0
36	CCS(=O)(=O)Nc1ccc2[nH]c(=O)[nH]c2c1	4	-0.4	5	-7	7
37	COC(=O)[C@@H]1CCCN1Cc1nc(Cc2ccc(OC)c(OC)c2)no1	33*	1.8	-9	-2	1
38	CN(C(=O)COC(=O)c1cccc(NS(=O)(=O)c2ccc(F)c(F)c2)c1)C1CCS(=O)(=O)C1 (stereo unspecified)	0	1.0	-3	-3	1
39	COc1ccc2cc(/C=N/NC(=O)CN(c3ccccc3C)S(=O)(=O)c3ccccc3)c(Cl)nc2c1	0	2.9	29*	0	-10
40	CN(C)CCOc1cc(Cl)cc(Cl)c1	5	1.4	1	3	-4

item	TCR CD3 inh	LEDGF integ inh	PRMT1 FP inh	rCAG RNA binder	ABHD4 inh
31	-2	-3	-2	4	3
32	-2	4	-4	-2	3
33	9	0	-4	2	-9
34	-3	-3	1	4	-1
35	2	-7	3	0	4
36	-5	-3	1	1	1
37	-4	1	4	0	7
38	3	-3	-4	10	-8
39	-2	-1	0	0	-1
40	-1	0	-1	3	-1

Fetched by compound from above (5):
item	smiles	UHRF1 binding	PG9 binder	Rev-erbA mod	MBD2 DNA inh	HTRA1 inhibitor
2	CCN(CC)Cc1nc2c(c(=O)[nH]1)C1(CCCCC1)Cc1ccccc1-2	-2	-1.9	0	-1	-4
28	COc1ccc(NC(C)=O)cc1S(=O)(=O)N1CC=C(c2ccccc2)CC1	12	-1.6	1	9	-8
29	O=[N+]([O-])c1ccc(S(=O)(=O)Nc2ccccn2)cc1	-1	1.1	-7	-1	-4
21	Cn1c(=O)[nH]c2nnc(-c3ccc(Cl)c(Cl)c3)nc2c1=O	-5	-3.5	1	-7	-4
25	CN(C)CC(C)(C)CN=Cc1c(O)[nH]c2ccccc12	-1	0.1	-6	2	-1

item	TCR CD3 inh	LEDGF integ inh	PRMT1 FP inh	rCAG RNA binder	ABHD4 inh
2	-4	3	0	-3	15
28	-2	5	0	2	2
29	-5	-1	1	8	4
21	9	-2	-2	6	1
25	-2	-5	5	-5	2

(next part)
item	smiles	UHRF1 binding	PG9 binder	Rev-erbA mod	MBD2 DNA inh	HTRA1 inhibitor
41	O=C(NCc1ccco1)c1ccc2c(c1)N(Cc1ccccc1)C(=O)CS2=O (stereo unspecified)	1	-1.2	3	2	-4
42	CCN(CC)c1ccc(NC(=O)OC)cc1	2	-6.0	2	1	13
43	Cc1ccc(C(=O)NC2CCCCN(Cc3ccccc3C)C2=O)cc1 (stereo unspecified)	1	.	0	2	.
44	CSCCC(NC(=O)COc1ccccc1)C(=O)N(C)CC(=O)Nc1c(C)cccc1C (stereo unspecified)	0	0.3	3	-1	0
45	CCOc1cc(N2CCOCC2)c(OCC)cc1NC(=O)c1ccc(S(C)(=O)=O)cc1	0	-2.0	1	-1	2
46	Cc1ccc(C(=O)Nc2nnc(CC(=O)N/N=C/c3ccncc3)s2)cc1	0	1.2	-1	1	-24
47	CC(C)NC(=O)NCCCCCCS(C)=O (stereo unspecified)	-1	-2.2	-3	-3	-7
48	CSc1nnc(-c2cc(Br)ccc2N=Cc2c(C)[nH]n(-c3ccccc3)c2=O)c(=O)[nH]1	-10	-3.1	6	-23	-1
49	CNC(=O)CN(c1ccc(F)cc1)S(=O)(=O)c1cc(C)ccc1OC	-2	0.3	-3	-4	-3
50	CC1C(c2ccccc2)N(C)C(c2ccccc2)C(C)C1(O)C#Cc1ccccc1 (stereo unspecified)	0	1.0	-3	-1	-15

item	TCR CD3 inh	LEDGF integ inh	PRMT1 FP inh	rCAG RNA binder	ABHD4 inh
41	1	0	14	3	-2
42	-8	-2	4	5	-15
43	.	2	-5	-1	-1
44	-2	0	2	-9	-3
45	0	1	1	-6	5
46	11	2	-1	14	-12
47	3	1	-4	-1	-1
48	-2	3	3	26	4
49	6	1	2	-2	-3
50	-4	-4	1	3	-26

Later entries
item	smiles	UHRF1 binding	PG9 binder	Rev-erbA mod	MBD2 DNA inh	HTRA1 inhibitor
51	O=C(NCc1ccccc1)OC1CC2CC1[C@H]1CCCCN1C2 (stereo partly specified)	-1	.	5	-1	.
52	CC(=O)Nc1ccc(S(=O)(=O)NCCC(=O)OCC(=O)c2ccc(F)c(F)c2)cc1	1	-0.9	-5	-6	11
53	COc1ccc(N2CCN(Cc3cc(=O)oc4cc5c(cc34)CCCC5)CC2)cc1	-1	-1.6	1	2	4
54	CC(=O)O[C@H]1CC[C@@]2(C)[C@@H](CC[C@@H]3[C@@H]2CC[C@]2(C)[C@@H](C(C)(C)O)C[C@@H]32)C1	2	0.3	-5	-1	1
55	COc1ccc(CC2(CO)CCN(S(=O)(=O)c3c(C)nn(C)c3Cl)CC2)cc1	3	-1.8	-6	-1	3

item	TCR CD3 inh	LEDGF integ inh	PRMT1 FP inh	rCAG RNA binder	ABHD4 inh
51	.	0	-5	7	4
52	-4	-3	5	-2	5
53	-3	2	0	-1	11
54	-3	1	0	5	1
55	-14	3	-1	1	-10

Bioassay records: PubChem BioAssay, several laboratories
